From PubChem
JMJD2A Tudor = qHTS Assay for Inhibitors of JMJD2A-Tudor Domain; Lysine-specific demethylase 4A (Homo sapiens), O75164; AlphaScreen JMJD2A-Tudor / H3K4me3 peptide binding; Potency, µM (highest dose often 114 µM), inactives show at the highest dose activity change, negative = inhibition, actives largely listed as inhibitors; actives 4.4% (n = 390,000); AID 504339, 2011; further: potency means the concentration at half of the fitted maximal effect; on the % scale 0 is the no-effect control and ±100 the full control effect; nearly all actives have a fitted effect of over 50% in size
BAZ2B block = qHTS Assay for Inhibitors of BAZ2B. Bromodomain adjacent to zinc finger domain protein 2B (Homo sapiens), Q9UIF8. Potency, µM (doses to about 114 µM), for inactives: at the highest dose activity change, negative = inhibition, usual class: inhibitors. actives 4.4% (n = 360,000). AlphaScreen BAZ2B-H3K14Ac peptide displacement. AID 504333, 2011; further: potency means the concentration at half of the fitted maximal effect; on the % scale 0 is the no-effect control and ±100 the full control effect; nearly all actives have a fitted effect of over 60% in size
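AlphaScreen luminescence quantifies BAZ2B engagement of H3K14Ac peptide; the protein and biotinylated peptide are both at 50 nM final, buffer PBS pH 7.4 with 0.01% Tween-20, all steps at room temperature.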
PI4K2A inh = qHTS for small molecular inhibitors of PI4K2A. activity change, negative = inhibition, % at 76.9 µM. purified PI4K2A, ADP-Glo luminescence, 1 h; stronger effect = lower value. AID 1346378, 2018. actives 0.13% (n = 420,000); in the data active means activity change below about -50%; inconclusive means mostly about -30% to -49%;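 further: -100% = wells without enzyme as full effect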
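Compounds are screened against recombinant PI4K2A using PI as substrate and ATP, the latter dispensed at 300 microM. Reactions run one hour at ambient temperature before ADP-Glo detection; full inhibition defined by wells lacking enzyme.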
Pin1 inh = qHTS Assay to Find Inhibitors of Pin1; Peptidyl-prolyl cis-trans isomerase NIMA-interacting 1 (Homo sapiens), Q13526; Pin1 FP peptide displacement, HiFluor488, 10 min; Potency, µM (doses to about 115 µM), for inactives: at the top dose activity, negative = inhibition, actives largely listed as inhibitors; actives 0.009% (n = 390,000); AID 504891, 2011; active means well fitted inhibition curve with a large enough effect in the polarisation, with a control signal flat, not every such curve was filed as active; inconclusive means small, poorly fitted or top-dose-only effect, or effect the other way, or a change in a side signal; inactive means no such curve, though single readings can be large or run the other way; the % refers to the polarisation; further: potency means the concentration at half of the fitted maximal effect; on the % scale 0 is the no-effect control and ±100 the full control effect
G9a block = qHTS Assay for Inhibitors of Histone Lysine Methyltransferase G9a; Histone-lysine N-methyltransferase EHMT2 (Homo sapiens), Q96KQ7; G9a H3K9 monomethylation, AlphaScreen, 2 h; Potency, µM (titrated, usually from 102 µM), without a hit: at the highest dose activity, negative = inhibition, actives largely listed as inhibitors; actives 8.8% (n = 350,000); AID 504332, 2011; further: potency means the concentration at half of the fitted maximal effect; on the % scale 0 is the no-effect control and ±100 the full control effect; nearly all actives have a fitted effect of over 75% in size
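Chemiluminescent proximity detection of H3K9 monomethylation, read after 10 min bead incubation in the dark. Reaction: 20 nM G9a, 500 nM biotin-H3K9 peptide, 20 uM SAM cofactor, 2 h, room temperature, following 15 min enzyme-compound preincubation.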
GLS inh = qHTS for Inhibitors of Glutaminase (GLS) | AID 624170, 2012 | Potency, µM (top dose mostly 45.5 µM), without a hit: at the top dose activity change, negative = inhibition, usual class: inhibitors | actives 0.21% (n = 410,000) | GLS enzymatic activity, qHTS titration; further: potency means the concentration at half of the fitted maximal effect; on the % scale 0 is the no-effect control and ±100 the full control effect
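Coupled fluorescence readout: glutamate oxidase/HRP/Amplex Red detect glutamate formed by hKGA from L-glutamine (1 mM solution added). Buffer 45 mM KH2PO4 pH 8.2, 0.02% Tween-20; reads at t0 and 30 min RT.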
HP1b chromo inh = HTS for Inhibitors of HP1-beta Chromodomain Interactions with Methylated Histone Tails | AlphaScreen HP1-beta / biotin-H3K9me3 peptide binding | Potency, µM (top dose mostly 114 µM), for inactives: top-dose activity change, negative = inhibition, hits mostly inhibitors | actives 0.56% (n = 390,000); further: potency means the concentration at half of the fitted maximal effect; nearly all actives have a fitted effect of over 70% in size; inactives centre near 23
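AlphaScreen: HP1-beta (50 nM) preformed 30 min with biotin-H3(1-18)K9me3 peptide (50 nM) in PBS pH 7.4, 0.01% Tween-20. Compound added for 30 min at RT, then streptavidin donor/nickel chelate acceptor beads (10 ug/mL) for 30 min.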
Tb PGK inh = qHTS Assay to Find Inhibitors of Phosphoglycerate Kinase; PGK/GAPDH coupled, Kinase-Glo luminescence, 60 min; Potency, µM (titrated, usually from 57.5 µM), inactives show top-dose activity change, negative = inhibition, usual class: inhibitors; actives 0.043% (n = 380,000); AID 602233, 2012; further: potency means the concentration at half of the fitted maximal effect; on the % scale 0 is the no-effect control and ±100 the full control effect; nearly all actives have a fitted effect of over 60% in size
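Luminescent ATP detection (Kinase-Glo Plus) follows a 60-minute room-temperature incubation, with wells lacking PGK as controls. Buffer: 100 mM TEA (pH 7.6), 5 mM MgCl2, 0.01% Tween-20. Coupling enzyme GAPDH (100 nM final) supplies unstable 1,3-BPG in-well.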
ERG-DNA inh = qHTS for Small Molecule Inhibitors of the ERG Ets/DNA interaction | Transcriptional regulator ERG (Homo sapiens), P11308 | actives 0.028% (n = 370,000) | fluorescence polarization, His-ERG Ets domain / labelled DNA | Potency, µM (series often up to 76.9 µM), inactives show at the top dose FP activity, negative = inhibition, actives largely listed as inhibitors | AID 624246, 2012; active means well fitted inhibition curve with a large enough effect in the polarisation, with a control signal flat; inconclusive means small, poorly fitted or top-dose-only effect, or effect the other way, or a change in a side signal; inactive means no such curve, though single readings can be large or run the other way; the % refers to the polarisation;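 further: polarization taken with two DNA probes labelled with fluorescein and Texas red; potency means the concentration at half of the fitted maximal effect; % of control where 0% means no effect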
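His-tagged ERG Ets domain (1 uM in the protein solution; 300mM KCl, 50mM Tris-HCl, 1mM EDTA, 1mM DTT, pH 7.5) received compound, then a probe mix of 5 nM fluorescein-DNA and 100nM Texas-615-DNA. Fluorescence polarization was read for both dyes.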
* = called active by the depositor; i = inactive; ? = inconclusive; nt = no result given; & = joins results of further samples; [ ] = remark or other dose. Unless noted, the call rests on the fitted dose curve; in most records, active means well fitted curve in the direction sought with a large enough effect; inconclusive means small, poorly fitted or top-dose-only effect, or another doubt; inactive means no such curve, though single readings can be large; an effect the other way counts as inactive or inconclusive. Rows are unselected; any-hit rate near 11%.

molecule	JMJD2A Tudor	BAZ2B block	PI4K2A inh	Pin1 inh	G9a block	GLS inh	HP1b chromo inh	Tb PGK inh	ERG-DNA inh
CCc1c(C2(O)CCCCC2)[nH]c2cnccc12	-11%	-36%	-1	-3%	-28%[0.501 µM]	-3%	26%	-5%	2%
CC(NC(=S)Nc1ccc(OC(F)F)c(Cl)c1)C(C)(C)C (stereo unspecified)	-6%	nt	-10	-6%	36%	-1%	49%[activator]	-8%	2%
COC(=O)CNc1nc(C2CC2)nc2c1nnn2Cc1ccccc1Cl	-15%	0%	2	0%	8%[59 µM]	-1%	26%	-9%	-7%
CC1(c2ccccc2)NC(=O)N(CC(=O)Nc2cc(S(=O)(=O)N3CCOCC3)ccc2Cl)C1=O (stereo unspecified)	-20%	-9%	2	1%	1%	2%	27%	-3%	-7%
Cc1ccc(Nc2c(-c3ccc(N(C)C)cc3)nc3ncccn23)cc1	-19%	-7%	6	6%	-15%	-6%	0%	-4%	89%[activator]
O=C(NCCCN1CCOCC1)C1CCN(S(=O)(=O)c2ccccc2)CC1	-3%	13%	0	-7%	8%	-5%	17%	i	8%
COc1cccc(OCCSc2nc(N)cc(N)n2)c1	-10%	-13%	11	-6%	15%	0%	16%	i	0%
CCc1cccc(C)c1NC(=O)CCn1c(=O)c2cccn2c2ccccc21	-19%	-3%	1	-4%	-31%[59 µM]	0%	10%	-12%	3%
CCOc1ccccc1C(=O)N[C@H](C(=O)Nc1nc2c(s1)CCCC2)C(C)C	?	?	-1	7%	-10%[59 µM]	-6%	-23%	-1%	3%
CCOC(=O)c1oc2cccc(O)c2c1CN1CCOCC1	-9%	-36%	-1	0%	?	11%	48%[activator]	-3%	4%
Cc1ccc(S(=O)(=O)CCc2nnc(NC(=O)C3CCCCC3)s2)cc1	-5%[11.4 µM]	-16%	-5	-7%	12%	-13%	78%[activator]	-3%	-13%
C=Cc1ccc(C(=O)NC2CCCN(Cc3ccccc3F)C2)cc1 (stereo unspecified)	-16%	3%	-1	0%	21%	6%	2%	-5%	-2%
O=C(COC(=O)c1ccccc1OCC(=O)Nc1ccc(Br)cc1)Nc1ccccc1	-11%	6%	0	0%	?	-1%	23%	-2%	-4%
CCC1(CC)NC(=O)N(CC(=O)OCC(=O)Nc2ccccc2[N+](=O)[O-])C1=O	-1%	0%	1	-5%	-32%	-12%	23%	5%	10%
COc1ccc2[nH]cc(CCNS(=O)(=O)Cc3ccccc3)c2c1	-23%	?	-24	1%	nt	11%	4%	17%	11%
Cc1cc(C)c2oc(-c3cccc(NC(=O)c4cccc(F)c4)c3C)nc2c1	-11%	-5%	-3	-27%	-3%[59 µM]	-6%	10%	-1%	6%
Cc1cc(=O)oc2cc(NC(=O)c3c(Cl)cnn3C)ccc12	-4%	-5%	-4	6%	nt	2%	39%	i	9%
Cc1sc2nc(SCC(=O)N(C)C)[nH]c(=O)c2c1C	-1%	-2%	-6	20%	-14%[59 µM]	5%	23%	i	0%
CCOC(=O)N1CCC(N(CCN(C)C)C(=S)Nc2cc(C)ccc2C)CC1	-17%	7%	0	-2%	11%[59 µM]	4%	17%	-9%	-7%
O=C(C1CCN(c2nc3ccccc3[nH]2)CC1)N1CCN(c2ccccc2)CC1	-2%	-1%	5	-1%	-5%[59 µM]	2%	27%[57 µM]	-2%	5%
CCOc1ccccc1N=NC1C(=O)N(C(N)=S)N=C1C (stereo unspecified)	-4%	7%	10	-17%	50µM*	18%	-3%	-4%	15%
Cc1ccc2nc(C3CCN(CC(=O)N4CCCCCC4)CC3)[nH]c2c1	-20%	9%	0	10%	10%[59 µM]	-1%	16%	-8%	-1%
COc1ccc(NC(=O)C2=CC(c3cccs3)=NS(=O)(=O)N2C)cc1	?	-27%&-16%	2&2	-3%&10%	-12%	-5%&-1%	5%&-7%	-9%&-4%	13%&10%
COc1ccccc1N1CCN(CCC(=O)Nc2ccc(F)cc2)CC1	-13%	-29%	10	-5%	26%	12%	22%	-4%	0%
CCOc1ccc(OCC)c(NC(=O)CN(C)S(=O)(=O)c2cccc3nsnc23)c1	50µM*	-5%	-1	6%	?	16%	?	i	-4%
CC(/C=N/NC(=O)c1ccccc1F)=C\c1ccccc1	-17%	-15%	-4	0%	25%	-6%	18%	i	6%
O=C(CN1C(=O)NC2(CCCC2)C1=O)N1CCN(c2ccccc2Cl)CC1	-13%	12%	8	-2%	?	2%	18%	-8%	12%
Cc1ccc(Oc2cc([N+](=O)[O-])cc3c2C(=O)Nc2ccccc2O3)cc1	?	-39%	-4	?	-10%	21%	10%	2%	1%
O=C1OC(c2ccc(O)cc2)(c2ccccc2O)c2ccccc21 (stereo unspecified)	-25%	nt	-6	-1%	nt	33%	11%	-6%	1%
CC(=O)c1cccc(NC(=S)NCCC2=CCCCC2)c1	-9%	-3%	-8	5%	11%[59 µM]	1%	2%	-4%	-14%
O=C(Nc1ccnn1C1CCN(Cc2ccccc2)CC1)c1ccccc1Cl	?	-18%	-3	-1%	24%	-1%	17%	-1%	1%
Cc1cc(OCC(O)CNC(C)(C)C)ccc1Cl (stereo unspecified)	-17%[11.4 µM]	4%	0	1%	-47%	-2%	18%	-3%	24%
CCCNC(=O)c1ccc2c(c1)nc1n2CCCCC1	-12%	5%	1	-3%	44%[activator][59 µM]	-3%	19%[57 µM]	-3%	-4%
NC(=O)c1ccc(-c2csnn2)cc1	-2%	1%	3	0%	10%	0%	29%	4%	6%
Cn1c(CC(=O)Nc2ccc(F)cc2)nnc1SCC(=O)NC1CCCCC1	-11%	11%	-2	-1%	3%[59 µM]	7%	-5%	0%	1%
Nc1cccnc1Sc1ccc(Cl)cc1	-28%	-4%	6	-1%	49%[12.7 µM]	nt	30%	-9%	3%
CN(C)c1cc[n+](CC[n+]2ccc(N(C)C)cc2)cc1	-17%	-4%	-2	4%	0%[2.33 µM]	4%	58%[activator]	1%	-8%
COc1cc(S(=O)(=O)n2nc(C)cc2C)ccc1Cl	-1%	-5%	-9	-3%	101%[activator]	-10%	47%[activator]	-11%	2%
COc1ccc(CCNC(=O)C(=O)NCC(c2ccco2)S(=O)(=O)c2ccc(C)cc2)cc1 (stereo unspecified)	2%	0%	0	4%	-1%[59 µM]	-7%	49%[activator]	-6%	3%
O=C(c1cccc(F)c1)N1CCCC(C(=O)N2CCCCC2)C1 (stereo unspecified)	-22%	14%	5	-6%	49%[activator]	-2%	18%	i	3%
COC(=O)c1ccc(COc2ncnc3sccc23)cc1	3%	2%	1	1%	11%	-6%	28%	-17%	-6%
COc1cccc(NC(=O)Nc2cc(C(=O)NCC3CCCO3)ccc2N2CC3CC(C2)c2cccc(=O)n2C3)c1 (stereo unspecified)	-7%	-24%	-7	-4%	11%	-2%	22%	i	0%
O=C1c2ccccc2C(=O)N1CCN1CCCCC1	-2%	-12%	0	-6%	-15%[59 µM]	-4%	36%	i	0%
CC1(C)CC(=O)C=C(NCCc2c[nH]c3ccccc23)C1	2%	-14%	0	-3%	3%	0%	12%	-10%	10%
O=C(NC1CCCCC1)C1CCCN1C(=O)Nc1ccccc1 (stereo unspecified)	-8%	2%	1	-2%	9%	-3%	21%	4%	-4%
O=C(NC1CCCCC1)c1cccc(Cn2cc(Cl)cn2)c1	8%	9%	2	-2%	-29%[59 µM]	-1%	34%	1%	4%
O=C1CCC(c2ccccc2)N1C(=O)c1cccnc1 (stereo unspecified)	-9%	-3%	4	-3%	9%[59 µM]	10%	28%	i	8%
O=C(C1CC1)N1N=C2CCCCC2C1(O)C(F)(F)F (stereo unspecified)	-10%	-13%	-6	-9%	-3%	0%	27%	-1%	2%
COC(CNC(=O)c1c[nH]c2ccc(S(=O)(=O)N3CCOCC3)cc2c1=O)OC	-7%	-13%	-5	0%	-3%	0%	19%	2%	1%

Single records, as listed above:
O=C(NC1CCCCC1)C1CCCN1C(=O)Nc1ccccc1 (stereo unspecified) across the screens: JMJD2A Tudor: -8%; BAZ2B block: 2%; PI4K2A inh: 1; Pin1 inh: -2%; G9a block: 9%; GLS inh: -3%; HP1b chromo inh: 21%; Tb PGK inh: 4%; ERG-DNA inh: -4%
CC1(C)CC(=O)C=C(NCCc2c[nH]c3ccccc23)C1 across the screens: JMJD2A Tudor: 2%; BAZ2B block: -14%; PI4K2A inh: 0; Pin1 inh: -3%; G9a block: 3%; GLS inh: 0%; HP1b chromo inh: 12%; Tb PGK inh: -10%; ERG-DNA inh: 10%
